High-throughput results (PubChem BioAssay)
MC4R antagonist: blocks human MC4R cAMP signaling. P32245. MC4R-expressing cells, MTII-stimulated cAMP, LANCE TR-FRET. inhibition, % at 6.5 µM. 360,000 tested, 0.48% active. AID 540295;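 active means inhibition above its plate's cutoff, the mean of tested wells on that plate plus 3 SD, cut at about 29% in these data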;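 further: 0% = Melanotan II alone and 100% = Melanotan II plus saturating MCL0020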
Target sequence (P32245 whole entry, looked up): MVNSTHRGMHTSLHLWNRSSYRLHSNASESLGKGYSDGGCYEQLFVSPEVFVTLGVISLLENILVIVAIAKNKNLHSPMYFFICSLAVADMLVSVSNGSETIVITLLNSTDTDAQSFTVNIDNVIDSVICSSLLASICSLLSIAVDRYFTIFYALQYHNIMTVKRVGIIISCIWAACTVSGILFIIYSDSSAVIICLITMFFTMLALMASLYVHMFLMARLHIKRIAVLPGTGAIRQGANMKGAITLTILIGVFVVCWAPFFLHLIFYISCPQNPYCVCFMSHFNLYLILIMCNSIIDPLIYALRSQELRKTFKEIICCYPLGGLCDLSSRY
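System – human MC4R-expressing U2OS cells · Also added – Melanotan II · Dosing – one concentration, 6.5 µM nominal · Timing – 30-min compound, 1-h challenge, 1-h detection, room temperature · Measured by – Eu-cAMP/anti-cAMP TR-FRET, emission 671 nm · Replicates – singlicate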
TLR9-MyD88 block: inhibitors of human TLR9-MyD88 binding; CHO BLA complementation TLR9-MyD88, CCF4 FRET ratio; inhibition, % at 4.98 µM; 340,000 tested, 0.21% active; AID 504734;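 active means inhibition above the mean over all tested compounds plus 3 SD, cut at about 21% in these data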;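 further: 0% = DMSO only wells and 100% = clavulanate BLA inhibitor control wells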
Vif inh: blocks HIV Vif function; inhibition, % at 7.49 µM; HEK293T cells, Vif self-association by quenched fluorescence, imaging, 24 h; 340,000 tested, 0.35% active; AID 602346; in the data active means inhibition above about 50%, passing the limit was not always enough; inconclusive means no clear call, values can overlap the other calls; inactive means below about 31%; further: some results filed as inactive read as strong as hits
MC4R ag barr: activates human MC4R beta-arrestin recruitment | 360,000 tested, 0.98% active | activation, % at 8.9 µM | U2OS MC4R beta-arrestin complementation, luminescence; percent of melanotan II response, DMSO zero | P32245 | AID 540308;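 active means activation above a per-plate cutoff, the mean activation of sample wells on that plate plus 3 SD, cut at about 8% in these data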
Exocytosis inh: blocks lytic granule exocytosis; inhibition, % at 10 µM; TALL-104 LAMP-1 surface exposure, flow cytometry; cells stimulated with thapsigargin and PMA; 360,000 tested, 0.66% active;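 active means inhibition above about 55%, limit read from the data; inconclusive means no clear call, values can overlap the other calls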
ABHD5 PLIN5 PPI: blocks binding of human ABHD5 to perilipin-5. Split G. princeps luciferase complementation, luminescence, 4 h. inhibition, % at 4 µM. 360,000 tested, 0.78% active;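 active means inhibition above the mean inhibition across every tested compound plus 3 SD, cut at about 22% in these data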;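 further: 0% = DMSO only wells and the 100% control is not disclosed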
ABCB6 inh 2: blocks the human ABCB6 transporter | fluorescence ratio to DMSO, % at 10 µM | K562-ABCB6 porphyrin accumulation, flow cytometry, 1 h; active compounds read low | 360,000 tested, 0.19% active;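 active means fluorescence ratio to DMSO below 75%, the collection mean minus 3 SD; inconclusive means too few cells collected in the well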;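 further: signal is porphyrin accumulated inside mitochondria; 100% equals median channel fluorescence of DMSO control wells; lower ratio means ABCB6 inhibition with less porphyrin fluorescence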
N-glyco inh: blocks N-linked glycosylation in D54 reporter cells; 360,000 tested, 0.23% active; reporter increase, % at 12.5 µM; D54 ERlucT glycosylation luciferase reporter, 24 h; percent of 100 nM tunicamycin response;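 active means mean luciferase reporter signal, scaled so untreated is 0 and the glycosylation-blocking control 100, at or above a set limit in every replicate; inconclusive means mean reaches the limit but not every replicate does; inactive means mean below the limit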;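 further: luciferase carries N-glycosylation sites so blocking glycosylation raises the light; 0% = median of neutral control wells and 100% = median of 100 nM tunicamycin wells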
NOD2 RIPK2 PPI: blocks binding of human NOD2 to RIPK2 | 360,000 tested, 0.38% active | inhibition, % at 4.98 µM | CHO BLA complementation NOD2-RIPK2, CCF4 ratio; in the data active means inhibition above about 21%;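 further: 0% = vehicle only and 100% = reference blocker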
Target sequence (O43353 whole entry, looked up): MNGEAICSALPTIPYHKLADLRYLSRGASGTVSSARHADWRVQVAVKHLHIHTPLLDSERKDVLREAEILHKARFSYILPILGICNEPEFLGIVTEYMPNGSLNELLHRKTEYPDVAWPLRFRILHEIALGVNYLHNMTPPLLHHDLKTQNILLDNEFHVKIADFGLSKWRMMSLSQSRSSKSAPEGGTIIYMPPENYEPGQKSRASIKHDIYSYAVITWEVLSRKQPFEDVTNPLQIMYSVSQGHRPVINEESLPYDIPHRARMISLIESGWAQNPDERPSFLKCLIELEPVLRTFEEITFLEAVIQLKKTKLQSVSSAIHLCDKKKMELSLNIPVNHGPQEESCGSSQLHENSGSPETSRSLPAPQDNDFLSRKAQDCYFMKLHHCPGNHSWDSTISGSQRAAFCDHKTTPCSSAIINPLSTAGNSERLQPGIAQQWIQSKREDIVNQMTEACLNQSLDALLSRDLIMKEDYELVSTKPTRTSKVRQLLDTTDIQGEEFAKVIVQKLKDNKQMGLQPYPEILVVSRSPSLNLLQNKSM
aDG glyco act: increases alpha dystroglycan glycosylation | Pro5-aDG cells, alpha-DG glycosylation AlphaScreen (IIH6); 0% Pro5, 100% B10-LARGE cell signal | activation, % at 10 µM | 360,000 tested, 0.22% active;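 active means activation of at least 8% versus controls, or a plate z-score of at least 8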;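 further: Pro5 are CHO cells carrying HIG-tagged alpha-DG that lacks glycosylation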
Active calls of the source: *; ? = inconclusive; . = not tested or not shown; & = joins results of further samples. An excerpt, so the mix of outcomes need not match the whole.

MC4R antagonist,TLR9-MyD88 block,Vif inh,MC4R ag barr,Exocytosis inh,ABHD5 PLIN5 PPI,ABCB6 inh 2,N-glyco inh,NOD2 RIPK2 PPI,aDG glyco act,smiles
3,3,-2,-0.8,-3,-2,98,0,3,0.3,Cc1ccc(NC(=O)CCNC(=O)c2ccccc2Cl)cc1S(=O)(=O)N1CCCCCC1
7,-4,-4,3.7,59*,-11,99,-3,-1,1.0,CC(C)c1ccc(NC(=O)[C@H](NC(=O)[C@@H]2Cc3ccccc3CN2)c2ccccc2)cc1
.,.,17,.,28&25,3&0,98&101,1&3,0&-4,0.5&0.1,COc1ccc(C2CC=C(C(C)=O)CN2S(=O)(=O)c2ccc(Cl)cc2)cc1 (configuration not stated)
24,-1,10,3.5,-2,-7,98,-6,-9,-0.8,CC1Cc2ccccc2N1C(=O)COC(=O)c1c2c(nc3ccccc13)CCCCC2 (configuration not stated)
2,-1,-2,-0.1,0,0,95,2,-4,0.0,CCOC(=O)c1cc(-c2cccs2)nc2onc(C)c12
2,2,-3,0.4,9,-3,80,-1,4,0.1,COc1ccc(CNC(=O)C[C@H]2C(=O)N(C3CCCCC3)C[C@@H]2Cc2ccccc2)cc1
-12,-2,-4,3.2,0,4,102,7,-5,-0.2,CCOc1ccc(-c2nnn(CC(=O)NCc3ccccc3)n2)cc1
5,0,4,1.0,8,3,106,0,-4,-0.1,COc1ccc(NS(=O)(=O)c2ccc3c(c2)n(C)c(=O)n3C)cc1
.,.,.,.,-7,14,92,.,5,-0.2,O=c1[nH][nH]c2c1[C@H](c1ccc(Cl)cc1)O[C@H](C1CCCC1)C2
13,-5,3,-1.5,6,3,103,0,-5,0.3,O=C(Nc1ccnn1C1CCN(C(=O)c2ccc(Cl)cc2)CC1)C1CC1
15,-7,-13,-0.1,-4,4,101,-2,-2,-0.1,CCOC(=O)c1[nH]c(CN2CCN(c3ccc(OC)cc3)CC2)c(C(=O)OCC)c1C
8,7,5,1.8,-8,-6,96,0,-2,0.0,Cc1ccnc(NC(=S)NC(=O)/C=C/c2ccccc2)c1
1,-3,.,-0.2,35,-1,96,-7,0,-0.2,CCCCn1c2ccc(F)cc2c2nnc(SCCN3CCCCC3)nc21
3,-13,-3,-0.7,0,-3,102,3,2,0.1,C#CCOCCOCCOCCNc1nc(N2CCN(C(=O)Cn3cc(CC(C)O)nn3)CC2)nc(N2CCN(C(=O)[C@H]([C@@H](C)CC)n3cc(CCCCN)nn3)CC2)n1 (some centres not stated)
-3,0,77*,-1.5,2,1,93,-13,7,-0.2,Nc1ccc(-c2cnc(-c3ccc(N)cc3)nc2)cc1
15,-8,.,1.1,2,0,103,0,-11,2.1,C[C@H]1CN([C@@H](C)CO)C(=O)CCCn2nncc2CO[C@H]1CN(C)C(=O)Nc1ccccc1
25,-10,-8,1.1,-7,1,94,-1,0,0.4,COc1ccc(OC)c(S(=O)(=O)Nc2ccc3oc(C)c(C(C)=O)c3c2)c1
12,-18,.,1.9,0,0,93,1,1,-0.4,CCOC(=O)C1=C(C)N=C2SCCC(=O)N2[C@@H]1/C=C/c1ccccc1
3,3,4,0.1,1,1,99,3,5,-0.2,CCCCn1c(N)c(N(CCOC)C(=O)CN(C)CC(=O)Nc2ccc(Cl)c(Cl)c2)c(=O)[nH]c1=O
13,.,-1,-1.1,4,-4,97,1,1,0.0,CCCNC(=O)C1(C)CCCN(C(=O)c2cc3ccccc3s2)C1 (configuration not stated)
0,-4,-6,-1.1,24,-7,99,68*,-1,0.6,CN(C)CCNC(=O)c1cccc2[nH]c(-c3ccncc3)nc12
-1,-1,3,0.3,-2,2,83,1,-3,-0.1,Cn1c(SCC(=O)NNC(=O)c2ccccc2Br)nnc1C(F)(F)F
-13,1,-1,0.4,-10,1,92,-1,-4,-0.1,CCSc1nc(CC)c2c(c1C#N)CCCC2
4,0,-6,-2.8,-2,14,96,3,-9,2.9,O=C1CC(/C=C/c2ccncc2)=Nc2ccccc2N1
-4,-5,1,-2.2,2,5,85,-2,-5,0.1,O=C(c1cccnc1)N1CCN(Cc2ccc3ccccc3c2)CC1
12,-6,7,-0.5,1,-4,88,0,-4,0.2,CC(C)(C)C(=O)COC(=O)c1ccccc1O
-6,4,6,-1.9,-8,-1,99,3,11,-0.2,Fc1ccc2cc(-c3cccnc3)ncc2c1
4,-11,?,-0.2,-4,1,99,-3,-6,0.7,Cc1sc2ncnc(NCCc3ccc(S(N)(=O)=O)cc3)c2c1C
4,-11,83*,0.2,-3,-9,83,4,2,0.0,CC(=O)Nc1ccc(SCC(=O)NC(=O)c2ccc(S(=O)(=O)N(C)C)cc2)cc1
-6,-7,.,-1.6,2,0,98,1,2,0.1,Cc1ccc(N=C2N=C(N)c3ccccc32)c(C)c1
-6,6,.,-2.1,2,33*,98,-1,2,0.4,O=C(NCc1ccco1)c1ccc2c(c1)C(=O)c1ccccc1-2
2,-6,13,-1.3,-3,-5,.,1,-11,0.1,CO/N=C/NC(=O)NOCc1ccc(Cl)cc1Cl
-3,9,7,0.1,3,11,95,-5,-3,3.9,Cc1nn(C)cc1CN1CCCC(C(=O)c2ccc(-c3ccccc3)cc2)C1 (configuration not stated)
4,1,-2,-0.1,5,6,92,1,-12,0.0,CC(=O)N(Cc1cc2cc(C)ccc2[nH]c1=O)c1cccc(C)c1C
4,-9,11,-1.5,-2,2,103,4,-3,0.0,Clc1nnc2c3ccccc3ccn12
4,0,1,-0.9,-1,-3,97,-3,-1,0.0,O=C(NCC1(N2CCOCC2)CCCCC1)c1ccc(S(=O)(=O)Nc2ccccc2F)cc1
-2,1,9,-1.8,0,1,112,1,-3,-0.2,CC(=O)N/C(=C/c1ccc2c(c1)OCO2)C(=O)Nc1ccccc1
3,-15,.,0.5,9,-3,103,3,3,-0.3,CC(C)COC(=O)N(C)C[C@H]1OCc2cnnn2CCCC(=O)N([C@H](C)CO)C[C@H]1C
-14,6,-2,-4.6,-11,14,104,2,5,0.1,Nc1ccc(-c2c3ccc(=O)cc-3oc3cc(O)ccc23)cc1C(=O)O
9,1,-8,-1.9,-1,1,92,-5,-6,0.1,Fc1cccc(Cc2noc(CN3CCCCC3CCc3ccccn3)n2)c1 (configuration not stated)
-8,-9,7,1.1,0,9,99,0,-13,0.5,COc1ccc(OC)c(C2NC(=S)NC3=C2N2CCC3CC2)c1 (configuration not stated)
-3,5,-8,4.5,2,-4,96,-4,-8,1.7,Oc1ccccc1C=NNC(=S)Nc1ccc(F)cc1
2,6,-3,-0.7,1,-3,87,3,1,-0.1,C=CCNC(=O)c1ccc2c(c1)nnn2C
14,7,9,-0.6,7,9,102,0,-5,0.1,CC(=O)Nc1ccc(NC(=O)CC2(CC(=O)N3CCOCC3)CCCC2)cc1
10,10,-3,1.3,-1,-2,92,-7,-1,0.8,O=S(=O)(c1ccc2c(c1)OCCO2)N1CCC(n2nnc3cc(C(F)(F)F)ccc32)CC1
6,1,-5,-0.3,-3,0,101,-4,-1,0.0,COc1ccc(CN(CC(O)COc2cccc3[nH]cc(C)c23)C(C)(C)C)cc1 (configuration not stated)
-3,3,2,-1.4,1,-1,94,0,-5,-0.1,CC(C)CN(C(=O)COC(=O)Cc1c[nH]c2ccccc12)C1CCS(=O)(=O)C1 (configuration not stated)
10,3,-4,-0.5,-2,-6,92,-1,-6,0.5,CC(=O)OCC1OC(Sc2cccc3cccnc23)C(OC(C)=O)C(OC(C)=O)C1OC(C)=O (configuration not stated)
6,-5,4,1.0,-4,1,96,0,2,-0.2,Cc1ccc(OCc2cc(C(=O)N3CCC(Oc4cccnc4)CC3)no2)cc1C
12,-1,-4,3.4,-2,5,103,-3,-15,0.0,N#Cc1c(-c2ccccc2)cc(-c2ccccc2)nc1Br
9,0,-4,1.3,2,-2,101,0,5,-0.2,CN(CC(=O)Nc1c(Cl)cccc1Cl)C(=O)c1ccccc1-c1nc2ccccc2s1
-8,-2,-3,-1.6,3,-3,96,-1,-11,0.1,CCOc1ccccc1OCCn1nnc2ccccc21
5,1,0,-0.9,18,9,101,4,3,-0.2,Cc1ccc(NC(=O)COc2ccc3c(c2)CCC3)nc1
6,-4,-1,-0.7,-2,2,97,2,0,-0.5,C=CCn1c(=N)n(CC(=O)O)c2ccccc21
16,-9,5,1.4,6,-4,105,-2,0,0.0,COc1ccc(-c2nnc(SCC(=O)Nc3ccc(C(=O)O)cc3)n2-c2ccc(Cl)cc2)cc1
-3,-8,6,2.2,2,-8,98,3,1,0.0,CCOC(=O)CC1OC(=O)c2cc3c(cc21)C(=O)OC3CC(=O)OCC (configuration not stated)
-4,-5,.,0.0,2,-3,109,-1,11,-0.1,COC(=O)c1ccc(CSc2ccccc2C)o1
1,5,11,-2.1,-11,7,103,1,-15,-0.3,COc1ccc(CCN(C)C2CCCN(C(=O)Cn3cccn3)C2)cc1OC (configuration not stated)
5,-8,-6,-0.1,0,-6,85,-2,7,-0.1,O=C(COc1ccc(Cl)cc1)Nc1nc(-c2ccc(S(=O)(=O)N3CCOCC3)cc2)cs1
-4,11,-8,-4.0,-5,4,87,1,-1,-0.1,CN(Cc1ccc(Cl)c(Cl)c1)C(=O)CN1C(=O)NC2(CCCC2)C1=O

Remaining list, next part.
MC4R antagonist,TLR9-MyD88 block,Vif inh,MC4R ag barr,Exocytosis inh,ABHD5 PLIN5 PPI,ABCB6 inh 2,N-glyco inh,NOD2 RIPK2 PPI,aDG glyco act,smiles
-13,8,-8,0.5,-1,-3,102,-1,-3,0.3,COC(=O)c1cc(C#N)c(N(C)Cc2ccccc2)nc1C
0,4,4,-1.7,-3,-2,98,2,1,-0.2,Cc1occc1C(=O)Nc1cccc([N+](=O)[O-])c1C
-6,0,5,-0.5,2,0,95,25*,-7,0.0,COc1ccc(C2=Nn3c(nnc3-c3ccco3)SC2)cc1
12,-3,.,0.0,2,-1,92,1,-15,-0.1,CCOC(=O)Nc1ccc(S(=O)(=O)Nn2cnnc2)cc1
-2,.,-13,1.2,-2,8,98,-2,1,0.0,CCOc1ccc(Cl)cc1-c1cc(C(=O)NC(C)C)[nH]n1
0,0,5,0.1,1,-3,117,2,-9,-0.2,CCN(CC)CCCn1c(C)cc2c(c1=O)C(c1ccccc1)C(C#N)=C(N)O2 (configuration not stated)

Gathered by group: the compounds so far with two or more sulfur atoms
MC4R antagonist,TLR9-MyD88 block,Vif inh,MC4R ag barr,Exocytosis inh,ABHD5 PLIN5 PPI,ABCB6 inh 2,N-glyco inh,NOD2 RIPK2 PPI,aDG glyco act,smiles
4,-11,?,-0.2,-4,1,99,-3,-6,0.7,Cc1sc2ncnc(NCCc3ccc(S(N)(=O)=O)cc3)c2c1C
4,-11,83*,0.2,-3,-9,83,4,2,0.0,CC(=O)Nc1ccc(SCC(=O)NC(=O)c2ccc(S(=O)(=O)N(C)C)cc2)cc1
5,-8,-6,-0.1,0,-6,85,-2,7,-0.1,O=C(COc1ccc(Cl)cc1)Nc1nc(-c2ccc(S(=O)(=O)N3CCOCC3)cc2)cs1
